# ADAM17 inh = inhibitors of human ADAM17 | recombinant ADAM17, EDANS/DABCYL FRET peptide cleavage | inhibition, % at 6.95 µM | 370,000 tested, 0.83% active | P78536;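 active = inhibition above the mean of compounds lying between control limits plus 3 SD, set per campaign, cut at about 8.5% in these data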;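 also: 0% = DMSO-only wells as the low control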
# Target sequence (P78536 215-824 limits assumed): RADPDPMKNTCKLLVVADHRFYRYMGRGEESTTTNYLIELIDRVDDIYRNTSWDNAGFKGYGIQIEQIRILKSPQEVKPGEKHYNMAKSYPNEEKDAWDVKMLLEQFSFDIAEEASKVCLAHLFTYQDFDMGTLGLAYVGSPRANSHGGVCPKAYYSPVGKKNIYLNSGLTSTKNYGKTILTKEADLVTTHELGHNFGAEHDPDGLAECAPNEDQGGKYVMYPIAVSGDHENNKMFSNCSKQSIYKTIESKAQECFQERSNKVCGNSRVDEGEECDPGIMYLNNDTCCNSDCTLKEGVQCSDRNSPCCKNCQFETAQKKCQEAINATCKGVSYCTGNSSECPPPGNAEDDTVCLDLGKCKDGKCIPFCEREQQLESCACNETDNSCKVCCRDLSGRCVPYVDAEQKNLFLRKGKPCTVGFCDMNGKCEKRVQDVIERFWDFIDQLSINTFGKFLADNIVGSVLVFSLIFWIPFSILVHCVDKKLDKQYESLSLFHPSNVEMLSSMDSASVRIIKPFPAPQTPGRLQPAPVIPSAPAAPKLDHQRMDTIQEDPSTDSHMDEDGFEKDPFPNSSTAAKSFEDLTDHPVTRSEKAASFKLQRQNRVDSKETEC
# Rev-erbA mod = modulators of human Rev-erb alpha DNA binding | Rev-erbα–FITC-DNA binding, fluorescence polarization, 90 min | activity, % at 10 µM | 370,000 tested, 0.79% active | AID 1259318;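 active = activity above about 14%, limit read from the data; passing the limit was not always enough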;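 also: 0% = DMSO wells with 35 nM protein and 100% = DMSO wells with 750 nM protein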
# ssDAF-12 act = activators of S. stercoralis DAF-12 nuclear receptor | 370,000 tested, 1% active | HEK293 ssDAF-12/GRIP1 lit1-tk-luc reporter, luminescence; % of 3 µM dafachronic acid response | activation, % at 6.8 µM;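 active = activation above the mean over all tested compounds plus 3 SD, cut at about 0.9% in these data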;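 also: 0% = DMSO-only wells and 100% = 3 µM delta7-dafachronic acid wells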
# DAX1 inh-1 = inhibitors of DAX1 repression of SF-1 activated StAR promoter. HEK293T StAR-luciferase reporter, SF-1/DAX-1 repression relief. 370,000 tested, 1.1% active. inhibition, % at 6.8 µM. AID 652010;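 active = inhibition above the mean over all tested compounds plus 3 SD, cut at about 3.6% in these data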;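 also: 0% = DAX-1 cells with DMSO and 100% = cells lacking DAX-1 with DMSO; higher inhibition means more luminescence from relief of DAX-1 repression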
# hgDAF-12 ag = agonists of H. glycines DAF-12 nuclear receptor; HEK293 GAL4-hgDAF12 UAS-luciferase reporter, agonist luminescence; normalized to butyrate control; activation, % at 6.8 µM; 370,000 tested, 1.8% active; AID 687014;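 active = activation above a cutoff set at the mean of all screened compounds plus 3 SD, cut at about 10% in these data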;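 also: 0% = DMSO wells and 100% = sodium butyrate wells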
# DAX1 inh-2 = NR0B1 (DAX1) inhibition; P51843; HEK293 Gal4-DAX1 luciferase reporter, luminescence; inhibition, % at 6.75 µM; 340,000 tested, 0.99% active; AID 504766;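 active = inhibition above the mean over all tested compounds plus 3 SD, cut at about 4.2% in these data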;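 also: 0% = DAX1-transfected cells with DMSO and 100% = empty-vector control cells with DMSO; inhibition shows as a rise in luminescence from relieved DAX1 repression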
# Target sequence (P51843 207-470 limits assumed): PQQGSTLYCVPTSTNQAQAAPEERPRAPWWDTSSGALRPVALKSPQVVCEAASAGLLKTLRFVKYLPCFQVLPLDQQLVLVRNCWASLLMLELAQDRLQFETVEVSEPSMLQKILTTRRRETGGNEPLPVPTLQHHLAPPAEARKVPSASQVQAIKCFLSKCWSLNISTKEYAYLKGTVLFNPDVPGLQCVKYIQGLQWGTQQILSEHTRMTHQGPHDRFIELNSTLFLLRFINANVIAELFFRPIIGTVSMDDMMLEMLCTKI
# SMARCA2 activ = activators of SMARCA2 function. 370,000 tested, 1% active. AID 652017. activation, % at 9.1 µM. MG213 cells, MMTV-luciferase reporter, dexamethasone, overnight; in the data active = activation above about 7.8%;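 also: 0% = vehicle wells and 100% = reference activator wells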
# MBD2 inh = blocks human MBD2 binding to methylated DNA | Q9UBB5 | TR-FRET, MBD2 binding to methylated oligonucleotide | inhibition, % at 4.4 µM | 370,000 tested, 0.31% active; in the data active = inhibition above about 13%
# PLCg1 inh = PLC-gamma1 (human) inhibition, primary screen; purified PLC-gamma1, fluorogenic substrate, fluorescence; 370,000 tested, 0.84% active; inhibition, % at 12.2 µM; AID 720700; in the data active = inhibition above about 9.5%
# hcDAF-12 act = H. contortus DAF-12 activation, primary screen; 370,000 tested, 1.4% active; AID 652067; HEK293 hcDAF-12 lit1-tk-luc reporter, luminescence; 0% DMSO, 100% Δ7-dafachronic acid; activation, % at 6.8 µM;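 active = activation above the mean of all tested compounds plus 3 SD, cut at about 5.5% in these data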;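 also: 100% = response to 3 µM Δ7-dafachronic acid high control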
# PLC-beta3 inh = inhibitors of human phospholipase C beta3; inhibition, % at 12.2 µM; AID 720704; 370,000 tested, 0.18% active; Purified PLC-beta3, fluorogenic substrate, fluorescence; in the data active = inhibition above about 11%;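 also: 0% = median of compound wells on plate and 100% = full blocker control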
# The depositor's hits bear a star; i = inactive; . = not tested or not shown.
SMILES,ADAM17 inh,Rev-erbA mod,ssDAF-12 act,DAX1 inh-1,hgDAF-12 ag,DAX1 inh-2,SMARCA2 activ,MBD2 inh,PLCg1 inh,hcDAF-12 act,PLC-beta3 inh
CCOC(=O)C1(C)CCCCN1C(=O)c1cccc(Cl)c1 (stereo not drawn),-7,2,-0.8,0.7,-1.2,.,-2,3,1,-1.3,-3
COCc1cc(C)nc(SCC(=O)Nc2ccc(N3CCOCC3)cc2)c1C#N,-2,-1,-1.1,-6.4,-0.6,0.2,-2,1,-15,-0.6,-28
O=C(OCc1ccc(Br)cc1)c1ccncc1,-3,-1,-1.3,-0.2,-3.9,0.0,2,2,0,-0.7,-2
CC(C)Sc1nc(C(F)(F)F)cc(=O)n1-c1ccccc1,-7,-2,-0.9,-0.3,-1.1,0.8,-2,4,-5,-0.4,-1
CCCn1ncc(CN2CCC(C(=O)Nc3cccc(-c4cccc(F)c4)c3)CC2)c1C,3,-3,-0.7,2.3,-0.2,-1.1,-2,0,1,0.6,-4
CCCNC1=C(N(C(C)=O)c2cccc(F)c2)C(=O)c2ccccc2C1=O,0,0,-2.8,-4.2,-15,-3.1,-11,-12,6,-7.5,3
Cc1cccc(OCC(=O)NCCCNC(=O)c2ccco2)c1,-3,0,-0.9,0.1,-1.3,-0.2,2,-4,3,-0.4,-3
COn1c(SC(C)C)nc2ccccc2c1=O,-3,5,-0.9,-0.3,1.6,-1.6,0,-1,-2,0.0,-2
CCOc1cc(C2c3c(-c4ccccc4)n[nH]c3C(=O)N2c2ccc(C(=O)O)cc2)ccc1O (stereo not drawn),2,5,-0.6,0.2,0.7,-0.6,-2,-3,9,-0.9,2
Cc1c(NS(=O)(=O)c2cccc(C(=O)NC(C)c3ccccc3)c2)c(=O)n(-c2ccccc2)n1C (stereo not drawn),2,-13,-0.5,1.5,2.2,-0.7,-4,-7,-1,0.4,1
O=C(O)CN(Cc1ccco1)S(=O)(=O)c1ccc(F)cc1,-6,-4,-1.8,0.0,0.5,-0.4,-5,9,1,-1.8,0
Cn1nnc2cc(C(=O)N3CCSCC3)ccc21,-8,0,-0.8,-0.2,1.4,0.3,-3,3,-1,-1.7,-2
CC(=O)Nc1cccc(NC(=O)c2cc([N+](=O)[O-])ccc2N2CCCCC2)c1,-2,-5,-1.8,-1.6,-2.9,-0.5,-4,0,0,-1.7,-5
O=C(Cc1ccccc1)Nc1ccnn1C1CCN(Cc2ccc(CO)o2)CC1,-2,-3,0.0,-0.1,-1.2,0.7,0,1,-1,-1.1,-4
Cc1ccnc(NCc2cc(Cl)cc(Cl)c2O)c1,5,-4,-1.2,-0.4,-1.1,0.5,2,1,5,0.2,0
CCCCn1c(=NC(=O)c2cccnc2)c(C#N)cc2c(=O)n3cccc(C)c3nc21,-187,-6,-0.7,-0.3,-0.7,-0.2,-2,1,-105,1.1,-131
CC(C)(C)NC(=O)COC(=O)c1ccc(Cl)c(S(N)(=O)=O)c1,-2,6,-0.5,0.8,1.2,0.3,-1,-2,3,-0.9,-7
Cc1csc(NC(=O)CSc2nncn2C)n1,-1,0,-1.0,-0.3,4.5,0.7,2,-4,1,1.6,2
NS(=O)(=O)c1cccc(NC(=O)COC(=O)CCN2C(=O)c3ccccc3C2=O)c1,1,-1,-1.0,0.9,-1.9,0.9,-4,-2,2,-1.6,-8
CNC(=O)c1c(NC(=O)c2ccc(S(=O)(=O)N3CCCc4ccccc43)cc2)sc2c1CCN(C)C2,-1,-31,-1.3,0.1,-1.9,-1.6,-2,1,-69,0.2,-90
S=C(c1ccc[nH]1)N1CCOCC1,2,1,-1.2,0.2,0.9,-1.8,0,-2,2,-0.9,-1
CC(C)CCNC(=O)c1sc2ccc(S(=O)(=O)N3CCCCC3)cc2c1N,-33,1,-2.2,-1.7,-4.3,-3.3,-5,-1,-51,-3.6,-64
COc1ccc(-c2ccnc3c(Br)c(C)nn23)cc1,2,-1,-0.6,4.8*,2.4,0.9,-1,-2,-180,-1.0,-197
Cc1ccc(N(CC(=O)Nc2ccccc2-c2ccccc2)S(=O)(=O)c2ccccc2)cc1,2,0,-1.4,-0.6,-1.5,0.5,0,4,8,-3.2,-1
O=C1C(c2cc(=O)c3ccccc3[nH]2)=C(O)c2ccccc21,2,0,1.6*,4.6*,21*,3.2,4,0,4,10*,1
NC(=O)[C@H]1CC2(CC(c3cccc(NC(=O)CC(c4ccccc4)c4ccccc4)c3)=NO2)CN1C(=O)C(c1ccccc1)c1ccccc1 (stereo partly drawn),13*,-1,-1.5,-0.4,-2.6,-1.3,-2,-1,13*,-1.3,5
N#C/C=C/N1CCN(C(=O)c2ccco2)CC1,-11,-1,-0.3,0.4,-0.8,1.6,2,7,-9,-0.8,-12
Cc1ccc2c(CN3CCN(CCO)CC3)cc(=O)oc2c1,-1,1,-1.3,-0.3,1.2,-2.1,6,2,4,-0.7,3
Nc1ncnc2c1ncn2C1O[C@H](CO)[C@@H](O)[C@@H]1O (stereo partly drawn),-4,-5,-1.5,-1.5,2.6,-0.9,-1,-6,-1,-2.4,2
COC(=O)COc1ccc(S(=O)(=O)Nc2ccc3c(c2)OCCO3)cc1C,-1,-2,-2.3,-1.6,-7.0,-1.9,-6,4,-1,-5.6,-11
C=CCN1C(=O)SC(Cc2cccc(OC)c2O)C1=O (stereo not drawn),-3,-2,-0.5,-0.5,-0.2,0.5,1,0,-1,-0.6,-1
CSc1ncccc1C(=O)N1CCN(S(=O)(=O)c2ccccc2)CC1,-2,-5,-1.0,0.1,-0.1,0.3,-4,3,-3,-0.3,-5
Cc1ccc(S(=O)(=O)N2CCCCC2)cc1NC(=O)c1cccnc1,-5,7,-1.2,0.3,0.4,-0.6,-1,7,5,-0.5,-18
Cc1cc(C(=O)NNC(=O)c2ccc(NC(=O)CC#N)cc2)c(C)o1,-5,-3,-1.2,-0.9,3.7,1.9,0,3,-7,-0.2,-14
CCc1ccc2oc(C(=O)NCc3ccc(S(N)(=O)=O)cc3)c(C)c2c1,0,0,-0.6,0.0,3.0,0.6,3,-4,0,-1.7,1
CCC(C)NC(=O)c1ccccc1NC(=O)c1ccccc1N(C)S(C)(=O)=O (stereo not drawn),0,0,-1.1,0.1,-0.6,0.2,6,1,1,-0.7,2
CCOC1=C2[C@H](c3cccs3)N(S(=O)(=O)c3ccc(C)cc3)C[C@H]2n2c(=O)n(-c3ccccc3)c(=O)n2C1,1,1,-1.6,-0.3,-2.1,.,-5,0,-2,-1.1,-1
CC(C)C(NC(=O)CN1C(=O)c2ccccc2S1(=O)=O)C(C)C,-2,1,-1.1,-0.1,2.2,5.0*,3,0,3,-0.7,5
CCOC(=O)C1=C(C)NC(C)=C(C(=O)OCC)C1C(=O)OCC(=O)NCc1ccccc1OC,-31,-5,-1.0,-1.9,0.4,-2.3,-2,-2,-105,-3.5,-154
NC(=S)Cc1ccc(Cl)cc1Cl,-3,-4,-1.7,0.2,-1.6,0.1,-1,-2,-1,0.2,-5
Nc1ccn([C@@H]2O[C@H](CNCc3cc(Br)ccc3OCc3ccccc3)[C@@H](O)[C@H]2O)c(=O)n1,-3,-1,-1.1,1.1,1.3,0.8,0,2,0,-0.5,0
C=CCN(C(=O)c1csnn1)C(C(=O)NC1CCCC1)c1ccc(F)cc1 (stereo not drawn),-3,0,-0.6,0.1,-0.1,0.5,0,-3,-1,-1.6,-3
Oc1ccccc1/C=N/Nc1ccccc1,-1,0,-1.0,-0.2,2.7,-0.6,-3,4,-3,-0.8,0
c1ccc(-c2nc(NC3CC3)nc(-n3ccnc3)n2)cc1,-5,6,-1.3,-0.5,-2.1,-1.0,-2,-3,-1,-1.6,3
CC1Cc2ccccc2N1C(=O)CN1CCC(n2nnc3cc(C(F)(F)F)ccc32)CC1 (stereo not drawn),-3,9,-1.8,-1.2,-3.5,-1.6,-2,3,1,-3.2,-2
C[C@H]1COc2cccc(NCCO)c2S(=O)(=O)N1,0,4,-0.8,1.4,0.6,.,-4,0,2,1.3,2
Cc1ccc(C(=O)Nc2cc(Cl)ccc2N2CCCCC2)s1,0,4,-1.1,-0.3,1.3,0.6,-1,-2,-2,-0.6,-7
CC(=O)N1CCN(c2cc(-c3ccco3)nc3cc(-c4ccccc4)nn23)CC1,-416,-5,-1.6,.,-3.4,.,.,3,i,-3.2,i

# One compound at a time, as listed above. Screens in order: ADAM17 inh, Rev-erbA mod, ssDAF-12 act, DAX1 inh-1, hgDAF-12 ag, DAX1 inh-2, SMARCA2 activ, MBD2 inh, PLCg1 inh, hcDAF-12 act, PLC-beta3 inh
# NC(=S)Cc1ccc(Cl)cc1Cl as listed: -3, -4, -1.7, 0.2, -1.6, 0.1, -1, -2, -1, 0.2, -5
# CC(C)C(NC(=O)CN1C(=O)c2ccccc2S1(=O)=O)C(C)C as listed: -2, 1, -1.1, -0.1, 2.2, 5.0*, 3, 0, 3, -0.7, 5

# Going on with the list.
SMILES,ADAM17 inh,Rev-erbA mod,ssDAF-12 act,DAX1 inh-1,hgDAF-12 ag,DAX1 inh-2,SMARCA2 activ,MBD2 inh,PLCg1 inh,hcDAF-12 act,PLC-beta3 inh
COc1cc(OC)c(C(=O)N(CCc2ccccc2)Cc2ccccc2)cc1OC,-1,-5,-1.3,-3.4,-1.0,0.0,0,-1,0,-2.1,-7
O=C(NCc1ccncc1)[C@@H]1CCCN1C(=O)[C@@H]1CCCN1C(=O)c1cccs1,-4,-1,-1.1,0.2,1.4,.,-4,4,1,1.2,-1
CCOc1ccc(OCCC(=O)OCC(=O)N2CCN(S(=O)(=O)c3ccc(Cl)cc3)CC2)cc1,-1,-7,-0.8,0.2,-1.8,-1.4,1,1,5,-0.4,-4
CCOC(=O)N1CCN(C(=O)C2CCC(=O)N(CCCN3CCCC3=O)C2)CC1 (stereo not drawn),-4,1,0.0,0.1,0.2,1.5,-2,-1,3,-0.6,-7
COc1ccc(CCNC2=C(Cl)C(=O)N(CCc3ccccc3)C2=O)cc1OC,1,-1,-2.2,-2.0,-6.4,-1.6,-4,1,-86,-3.8,-111
Cn1c(SCC(=O)Nc2ccc3c(c2)OCCO3)nnc1C1CC1,-3,3,-0.7,-0.3,1.0,2.8,0,2,1,-1.4,-7
Cc1ccc(S(=O)(=O)N2CCN(C(=O)COC(=O)C3CCC3)CC2)c(C)c1,-1,-2,0.1,-0.7,-1.3,0.1,-2,2,1,-0.4,-19
O=C(CN1C(=O)c2cccc3cccc1c23)Nc1ccc(S(=O)(=O)Nc2nccs2)cc1,-29,8,-0.6,0.2,0.6,-0.6,-1,-1,-441,0.0,i
O=C(Nc1ccccc1)c1ccc(COc2ccccc2)cc1,4,4,-1.6,0.1,4.1,1.1,6,0,0,0.0,2
COc1ccc(C(C)=O)cc1CSCCC#N,-1,-4,-1.3,-0.1,-0.8,0.3,3,0,0,0.8,3
CN(c1ccc(C(=O)N2CCOCC2)cc1)S(=O)(=O)c1cccs1,1,-3,-1.1,0.2,-0.5,0.8,7,-2,2,-1.6,-6
COCCn1cc(-c2csc(N)n2)c2ccccc21,-4,-4,-0.7,0.6,-1.7,-1.1,0,-10,-26,-0.3,-48
COc1ccc(OCC(=O)Nc2ccc(S(=O)(=O)Nc3nc(C)cc(C)n3)cc2)cc1,-1,-3,-1.1,0.1,-0.1,-1.1,-1,2,1,-0.2,3
